Bioassay records deposited in PubChem BioAssay by National Center for Advancing Translational Sciences (NCATS).
GCN5L2 inh: GCN5L2 (KAT2A) acetyltransferase inhibition; GCN5L2 HAT assay, ThioGlo1 CoA-SH fluorescence; Potency, µM (titrated, usually from 58.9 µM), for the others: at the top dose activity change, negative = inhibition, hits mostly inhibitors; 0.21% of 390,000 active; AID 504327
Target sequence (Q92830 whole entry, looked up): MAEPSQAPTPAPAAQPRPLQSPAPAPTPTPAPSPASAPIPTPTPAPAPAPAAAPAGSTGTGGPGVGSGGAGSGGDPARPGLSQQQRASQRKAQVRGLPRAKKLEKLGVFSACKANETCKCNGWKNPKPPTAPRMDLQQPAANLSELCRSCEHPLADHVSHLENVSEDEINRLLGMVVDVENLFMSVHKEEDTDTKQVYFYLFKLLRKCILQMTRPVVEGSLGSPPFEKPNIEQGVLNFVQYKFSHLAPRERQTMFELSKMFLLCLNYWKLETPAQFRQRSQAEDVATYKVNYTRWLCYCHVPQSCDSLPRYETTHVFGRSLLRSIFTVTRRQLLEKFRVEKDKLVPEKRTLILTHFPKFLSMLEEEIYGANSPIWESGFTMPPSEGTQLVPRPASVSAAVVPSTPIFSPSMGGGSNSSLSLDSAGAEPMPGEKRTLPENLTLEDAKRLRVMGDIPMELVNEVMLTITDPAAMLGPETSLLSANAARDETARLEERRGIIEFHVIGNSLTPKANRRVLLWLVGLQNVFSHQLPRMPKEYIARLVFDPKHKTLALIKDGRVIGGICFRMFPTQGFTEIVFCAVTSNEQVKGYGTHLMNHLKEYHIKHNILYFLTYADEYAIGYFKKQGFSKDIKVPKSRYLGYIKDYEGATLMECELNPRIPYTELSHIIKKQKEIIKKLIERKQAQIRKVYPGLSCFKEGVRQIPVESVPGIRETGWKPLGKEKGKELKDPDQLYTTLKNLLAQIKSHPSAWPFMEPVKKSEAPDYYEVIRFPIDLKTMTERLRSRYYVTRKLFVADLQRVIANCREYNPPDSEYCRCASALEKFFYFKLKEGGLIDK
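GCN5L2 (20 nM) in 50mM HEPES pH 7.5, 0.1mM EDTA, 0.01% Tween-20 preincubated 15 min with compounds at room temperature. Reaction started with H3(1-25) 75uM, acetyl-CoA 70uM, ThioGlo1 50uM; CoA-thiol fluorescence (Ex340/Em540) read at 0 and 20 min.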
TDP1 cell CPT: growth inhibition of DT40 Tdp1-/-;hTDP1 cells with camptothecin (screen for TDP1 inhibitors). chicken DT40 Tdp1-/-;hTDP1 cells + 20 nM CPT, ATP luminescence, 48 h. Potency, µM (series often up to 46.2 µM), inactives show top-dose activity change, negative = growth inhibition, usual class: inhibitors. 12% of 420,000 active; further: nearly all actives have a fitted effect of over 55% in size
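Chicken DT40 Tdp1-/- cells stably complemented with human TDP1 were seeded at 400 cells/well in medium containing 20 nM camptothecin, exposed to pin-transferred compounds, and grown at 37 °C for at least 48 hr. Viability was read as ATP luminescence.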
DT40 TDP1 no CPT: qHTS for Inhibitors of human tyrosyl-DNA phosphodiesterase 1 (TDP1): qHTS in cells in absence of CPT; AID 686978, 2013; 15% of 420,000 active; DT40 Tdp1-/- hTDP1 cells, no CPT, ATP luminescence, 48 h; Potency, µM (highest dose often 46.2 µM), inactives show top-dose activity change, negative = growth inhibition, hits mostly inhibitors; further: nearly all actives have a fitted effect of over 55% in size
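Growth kinetics read by CellTiter-Glo luminescence after ≥48 hr at 37 °C. Cells: DT40 Tdp1-/- stably carrying human TDP1, 400 per well, compound exposure in the absence of CPT (DMSO vehicle).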
The depositor's hits bear a star; ? = inconclusive; / = not tested or not shown. The call rests on the fitted dose curve; in most records, active means well fitted curve in the direction sought with a large enough effect; inconclusive means small, poorly fitted or top-dose-only effect, or another doubt; inactive means no such curve, though single readings can be large; an effect the other way counts as inactive or inconclusive. On the % scale 0 is the no-effect control and ±100 the full control effect; potency means the concentration at half of the fitted maximal effect. Some of the compounds tested. The share of hits here may be higher or lower than overall.

SMILES	GCN5L2 inh	TDP1 cell CPT	DT40 TDP1 no CPT
Cc1ccc(C)c(NC(=O)NC2CCCCCCC2)c1	?	21%	4%
S=C(NCC1CCCO1)N1CCN(c2ccc(Cl)c(Cl)c2)CC1 (centres undefined)	-4%	21µM*	21µM*
CCCCCCCCCCCCCCC(C(=O)O)C(O)(CC(=O)OC)C(=O)O (centres undefined)	13µM*	10µM*	8.2µM*
CCC(CC)=NNc1ccc(S(N)(=O)=O)cc1[N+](=O)[O-]	0%	-6%	-2%
NC(=O)c1ccc(NS(=O)(=O)c2ccc(S(=O)(=O)N3CCCC3)cc2)cc1	/	10%	-8%
Cc1ccc2c(c1)c1c(n2CC(O)Cn2nc(C)c(Br)c2C)C(=O)CCC1 (centres undefined)	-5%	21µM*	21µM*
CCOc1ccc(-c2cc(C(=O)NCCCN3CCOCC3)c3ccccc3n2)cc1	-9%	?	-19%
Cc1ccc(S(=O)(=O)N(CC(=O)Nc2ccc(F)cc2)C(=O)N2CCN(C)CC2)cc1	0%	-11%	4%
Cc1cc2ccccc2n2c(SCC(=O)Nc3ccc(S(=O)(=O)N4CCC(C)CC4)cc3)nnc12	-19%	29µM*	23µM*
CCn1cc(Cl)c(C(=O)Nc2c(C)nn(Cc3c(F)c(F)c(F)c(F)c3F)c2C)n1	?	15µM*	?
COc1ccc(OC)c(NC(=O)CSc2nc3nc(C)cc(C)n3n2)c1	-3%	2%	-8%
Cc1ccc(SCC(=O)OCC(=O)NCCc2ccccc2)cc1	-2%	-1%	?
C=CCn1c(=O)c(C(=O)Nc2ncccc2C)c(O)c2ccccc21	/	-9%	-9%
CCOc1ccc(-c2csc(Cn3c(CN4CCN(C)CC4)nc4ccccc4c3=O)n2)cc1	1%	7.3µM*	8.2µM*
O=C1C=C(O)c2cccc(O)c2C1=O	?	26µM*	?
O=C(NCCCc1ccccc1)C1CCC(CNc2c(N3CCCCC3)c(=O)c2=O)CC1 (centres undefined)	-3%	4%	-14%
OC(c1cccc(Cl)c1)c1nc(-c2cccc3cccnc23)cs1 (centres undefined)	/	?	-27%
FC(F)(F)c1cc(-c2cccs2)nc(-n2cc(Cl)cn2)n1	-9%	-16%	-24%
CC1Nc2ncnc(N3CCc4ccccc4C3)c2N(Cc2ccccc2)C1=O (centres undefined)	/	21µM*	?
Cc1nc2ccc(NC(=S)N3CCC(C)CC3)cc2nc1C	6%	2%	-19%
Cc1ccc(S(=O)(=O)N(C)c2ccc(OC(=O)c3cc(=O)[nH]c4ccccc34)cc2)cc1	-8%	?	?
CN(C)c1nc(-c2cccs2)cc(C(F)(F)F)c1C#N	-8%	6%	-29%
CCc1ccc(OC)c(S(=O)(=O)NCc2cccs2)c1	2%	22%	0%
COCC(=O)N1CCC2(CC1)CN(C(=O)Nc1cccc(C#N)c1)C2	0%	13%	5%
CCCCCSc1nnc(-c2cc(Br)ccc2N)c(=O)[nH]1	-1%	-22%	-23%
CC(=O)CC1c2cc(F)ccc2C=C(c2ccsc2)N1c1ccc(-c2cccnc2)cc1 (centres undefined)	/	?	?
Cc1cccc(NC(=O)NC2CC3CCC(C2)N3Cc2ccco2)c1 (centres undefined)	-4%	-5%	4%
CCN1C[C@@H]2[C@@H]3C(=O)N(Cc4ccccc4)C(=O)[C@@H]3[C@](C)(C1=O)N2C(=O)c1ccc(F)cc1	/	-4%	7%
CCCn1c(CCC(=O)Nc2cccc(CC)c2)nc2cccnc21	1%	16µM*	?
CCN1C(=O)[C@@H]2[C@@H](c3ccc(SC4CCCCC4)cc3)N3CCC[C@@]3(C(=O)OC)[C@@H]2C1=O	-8%	?	21µM*
CC(=O)Nc1cccc(C(=O)N/N=C/c2cccnc2)c1	0%	?	-23%
COc1ccc(C2(CNC(=O)Cc3ccc(OC)c(OC)c3)CCCC2)cc1	0%	?	21µM*
C=CCOc1ccc2c(c1)C(=NO)c1cc(OCC=C)ccc1-2	0%	?	23µM*
Cc1cccc(NC(=S)NC(NC(=O)OCc2ccccc2)C(Cl)(Cl)Cl)c1 (centres undefined)	-6%	23µM*	?
O=C(CN1C(=O)c2ccccc2S1(=O)=O)NCc1ccccc1Cl	-6%	-4%	7%
O=C(Nc1ccon1)C12CC3CC(C1)CC(n1cnc([N+](=O)[O-])n1)(C3)C2	-1%	-3%	-11%
Cc1ccc(OCC(=O)N/N=C/C=C/c2ccco2)cc1C	-6%	?	?
Cc1ccc(S(=O)(=O)NC(CC(C)C)C(=O)NCC(c2ccco2)N2CCCCC2)cc1 (centres undefined)	-6%	23µM*	?
COc1ccc(-c2csc(-c3nc(-c4ccc(Br)s4)cs3)n2)cc1F	2%	2%	-9%
CCOC(=O)C1C(=O)NC(C)C1c1ccccc1 (centres undefined)	-2%	-1%	-1%
COc1ccc(Cl)cc1-c1n[nH]c(=S)n1C1CCCCC1	-4%	-3%	4%
CSc1nc2c(c(-c3ccccc3)c1C#N)CCC2	/	-7%	6%
COc1ccccc1N1CCN(CCCCOc2cccc3ccccc23)CC1	-9%	18µM*	9.2µM*
Cc1ccc(NC(=O)CSc2nncc3ccccc23)cc1	-1%	5%	-12%
Cc1cc2nc(-c3ccncc3)cc(C(F)(F)F)n2n1	2%	17%	-13%
COCCNC(=O)C(=O)NCC1OCCN1S(=O)(=O)c1ccc(C)cc1 (centres undefined)	-8%	-5%	5%
Cn1c(NC(=O)CC(C)(C)C)cc(=O)n(C)c1=O	1%	-2%	-5%
COc1ccccc1CNS(=O)(=O)c1cc(-c2cc(C)no2)ccc1C(C)C	-5%	?	?
O=C(COc1nnc2ccccn12)N1CCN(S(=O)(=O)c2ccccc2)CC1	/	9%	-22%
OCC[C@@H]1C[C@@H](O)[C@H](O)[C@]2(Cc3ccccc3O2)O1	-4%	-6%	2%
COc1cccc(-c2nn(-c3ccccc3)cc2CN(C)C(C)c2ccncn2)c1 (centres undefined)	-15%	-21%	?
O=C(NCCCN1CCCC1=O)c1cc(-c2ccc(F)cc2)nc2ccccc12	-3%	?	26µM*
CC1CN(S(=O)(=O)c2ccc(NC(=O)c3cc(-c4ccccc4O)n[nH]3)cc2)CC(C)O1 (centres undefined)	-2%	21µM*	?
Cn1c2c(c(=O)n(C)c1=O)[C@@]1(C(=O)Nc3ccccc31)C(C#N)=C(N)O2	-3%	?	?
COc1ccc(Cl)cc1NC(=O)NCCCl	2%	-20%	-19%
COC(=O)c1c(NC(=O)c2ccc(Br)s2)sc2c1CCC2	-2%	?	-8%
Cc1ccc(SCC(=O)c2cc(C)c(O)c(C)c2)cc1	-1%	-28%	?
Cc1ccc2c(c1)N(C(=O)N1CCC(C(=O)Nc3cccc(F)c3)CC1)CCO2	-6%	?	18µM*
CCOc1ccccc1N(CC(=O)N1CCCCCC1)S(=O)(=O)c1ccc(C)cc1	-15%	23µM*	?
COc1ccc(C(=O)Oc2ccc[nH]c2=O)cc1	-7%	-3%	-18%

Arranged by count of non-hydrogen atoms (descending): part of the list above.
SMILES	GCN5L2 inh	TDP1 cell CPT	DT40 TDP1 no CPT
Cc1ccc(S(=O)(=O)NC(CC(C)C)C(=O)NCC(c2ccco2)N2CCCCC2)cc1 (centres undefined)	-6%	23µM*	?
CCc1ccc(OC)c(S(=O)(=O)NCc2cccs2)c1	2%	22%	0%
CCOC(=O)C1C(=O)NC(C)C1c1ccccc1 (centres undefined)	-2%	-1%	-1%

Other structures:
SMILES	GCN5L2 inh	TDP1 cell CPT	DT40 TDP1 no CPT
CCCCNC(=O)CN1C(=O)C(CC)Oc2ccc(Cl)cc21 (centres undefined)	3%	-6%	-13%
Cc1c(C(=O)N2CCC2(C)C(=O)O)oc2ccccc12 (centres undefined)	/	1%	-26%
OCC1CCCCN1C(=S)NCc1ccco1 (centres undefined)	0%	2%	-21%
CCn1c(SCC(=O)Nc2ccccc2F)nnc1-c1ccoc1C	-5%	13%	4%
COCCNC(=O)CN1CCC(NC(=O)c2ccco2)CC1	1%	-9%	4%
CC1CCN(c2oc(-c3ccccc3F)nc2C#N)CC1	1%	16µM*	?
COc1ccc(C(=O)OCC(=O)c2ccc[nH]2)c(OC)c1	-6%	11%	-18%
O=C(O)c1ccc2c(c1)[C@@H]1C=CC[C@@H]1[C@H](c1ccccn1)N2	/	-9%	0%
Cc1ccc(C(=O)c2cc3ccccc3o2)cc1[N+](=O)[O-]	1%	-10%	?
CC(=O)c1ccc(S(=O)(=O)N2CCN(C(=O)C3CCCC3)CC2)cc1	0%	-21%	-23%
C/C(=N\NC(=O)c1nnn(-c2nonc2N)c1CN(C)c1ccccc1)c1cccc(O)c1	-7%	?	-27%
CCOc1ccc(NC(=O)CN(C)C(=O)c2ccccc2SCC(=O)N2CCCC2)cc1OCC	-6%	-3%	-7%
Cc1ccccc1NS(=O)(=O)c1nnc(NC(=O)c2ccccc2F)s1	?	1%	?
O=C(c1ccc(Cl)cc1)N1CCCCC(Sc2nnc(-c3ccc4c(c3)OCO4)o2)C1=O (centres undefined)	-5%	-3%	-12%
CC(C)(C)c1ccc(NC(=O)CNC2CCCc3ccccc32)cc1 (centres undefined)	-16%	-28%	?

A different layout for some results above.
Structure | GCN5L2 inh | TDP1 cell CPT | DT40 TDP1 no CPT
CC(C)(C)c1ccc(NC(=O)CNC2CCCc3ccccc32)cc1 (centres undefined) | -16% | -28% | ?
C/C(=N\NC(=O)c1nnn(-c2nonc2N)c1CN(C)c1ccccc1)c1cccc(O)c1 | -7% | ? | -27%
CCCCNC(=O)CN1C(=O)C(CC)Oc2ccc(Cl)cc21 (centres undefined) | 3% | -6% | -13%
CCOc1ccc(NC(=O)CN(C)C(=O)c2ccccc2SCC(=O)N2CCCC2)cc1OCC | -6% | -3% | -7%
CC(=O)c1ccc(S(=O)(=O)N2CCN(C(=O)C3CCCC3)CC2)cc1 | 0% | -21% | -23%
CC1CCN(c2oc(-c3ccccc3F)nc2C#N)CC1 | 1% | 16µM* | ?
Cc1ccccc1NS(=O)(=O)c1nnc(NC(=O)c2ccccc2F)s1 | ? | 1% | ?

Other records
SMILES	GCN5L2 inh	TDP1 cell CPT	DT40 TDP1 no CPT
COc1cccc(-c2cc(C(F)(F)F)nc(-n3cc(Cl)cn3)n2)c1	-2%	?	16µM*
C#CC(=O)CCC1CCCN1C(=O)OC(C)(C)C (centres undefined)	-6%	15µM*	?
CCC[C@@H](CN1CCC[C@H]1CN1C(N)=NC[C@@H]1Cc1ccccc1)N1C[C@@H]([C@H](C)CC)N(CCc2ccc(Cl)c(Cl)c2)C1=N	1%	?	?
O=C(N/N=C/c1cccnc1)c1cc2c(ccc3ccccc32)o1	-2%	-20%	?
CC(=O)NC(Cc1ccccc1)C(=O)NC1CCN(C(=O)NCc2ccccc2)CC1 (centres undefined)	-6%	15%	20%
CC1CC(=O)Nc2ccccc2N1C(=O)Cn1cnc2ccc(Br)cc2c1=O (centres undefined)	-7%	14%	1%
O=C(Nc1ccc(Cl)cc1)c1ccc(OCC2CCCO2)cc1 (centres undefined)	1%	8%	?
Cn1cc(C(=O)c2cccc(Cl)c2Cl)cc1C#N	-20%	-23%	?
CCCN(CC(=O)Nc1cc(Cl)ccc1Cl)C(=O)c1ccccn1	1%	?	?
Cc1cc(NS(=O)(=O)c2ccc(NC(=O)c3ccccc3F)cc2)no1	-3%	-19%	16%
CC(C)(C)c1cc(/C=N/O)cc(C(C)(C)C)c1O	-6%	-28%	?
CCOC(=O)Cc1cc(=O)c2c(=O)n(-c3ccccc3)[nH]c2[nH]1	0%	2%	-24%
O=c1c2sc3ccccc3c2n(Cc2ccc(F)cc2Cl)c(=O)n1Cc1ccccc1	-1%	?	?
COc1ccc(C(CNC(=O)c2ccco2)N2CCCCC2)cc1 (centres undefined)	-12%	-1%	-18%
CC(C)C(=O)Nc1c(-c2ccc(Cl)cc2)c(=O)c2ccccc2n1C	-2%	-1%	12%
Cc1ccc2c(CC(=O)N(Cc3cccc(Cl)c3)C3CCS(=O)(=O)C3)coc2c1 (centres undefined)	-5%	?	?
CCOC(=O)c1ccc(NC(=O)Cn2ncc(Cl)c(Cl)c2=O)cc1	-12%	2.3µM*	2.3µM*
Cc1nc2c(ncn2-c2ccccc2)c(=O)n1NC(=O)CN1CCOCC1	-10%	9%	-1%
COC(=O)c1c[nH]n2c(=O)c(Cl)c(C)nc12	-8%	-6%	-7%
COc1ccc(/C=C/C(=O)c2nc3ccccc3n2CC(=O)c2ccc(OC)cc2)cc1	-15%	4%	-13%
O=C(NC(c1ccccc1)C(Cl)(Cl)Cl)c1ccccc1 (centres undefined)	0%	21µM*	21µM*
CSc1nc(Cl)cc(=O)[nH]1	?	-1%	-12%
Cc1sc2ncn(CC(=O)N3CCOCC3)c(=O)c2c1-c1ccccc1	-4%	?	-17%
Cc1c(-c2ccccc2Br)nc2ccccc2c1C(=O)O	/	5%	-3%
